# Screening data as filed in PubChem BioAssay.
# N370S GC: N370S glucocerebrosidase modulation, Gaucher chaperone candidate; P04062; N370S GC spleen homogenate, 4MU-glucoside fluorescence; Potency, µM (doses to about 59.4 µM), inactives show at the top dose activity change, negative = inhibition, hits mostly inhibitors; actives 0.092% (n = 330,000); AID 2101;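 note: 0% = full enzyme activity and -100% = no enzyme basal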
# FEN1 inhibitor: inhibitors of human flap endonuclease 1 | Recombinant FEN1 flap cleavage, fluorescence, 15 min | P39748 | Potency, µM (titrated, usually from 114 µM), without a hit: at the top dose activity change, negative = inhibition, hits mostly inhibitors | actives 0.35% (n = 390,000); note: nearly all actives have a fitted effect of over 65% in size
#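 Nuclease activity of 10 nM FEN1 was measured after 15 min of room-temperature exposure to titrated compounds, by adding 50 nM flap substrate and reading plates at 0 and 15 min.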
# GCN5L2 inh: inhibitors of human GCN5L2 histone acetyltransferase; AID 504327; Potency, µM (doses to about 58.9 µM), inactives show at the highest dose activity change, negative = inhibition, actives largely listed as inhibitors; GCN5L2 HAT assay, ThioGlo1 CoA-SH fluorescence; actives 0.21% (n = 390,000)
# Target sequence (Q92830 whole entry, looked up): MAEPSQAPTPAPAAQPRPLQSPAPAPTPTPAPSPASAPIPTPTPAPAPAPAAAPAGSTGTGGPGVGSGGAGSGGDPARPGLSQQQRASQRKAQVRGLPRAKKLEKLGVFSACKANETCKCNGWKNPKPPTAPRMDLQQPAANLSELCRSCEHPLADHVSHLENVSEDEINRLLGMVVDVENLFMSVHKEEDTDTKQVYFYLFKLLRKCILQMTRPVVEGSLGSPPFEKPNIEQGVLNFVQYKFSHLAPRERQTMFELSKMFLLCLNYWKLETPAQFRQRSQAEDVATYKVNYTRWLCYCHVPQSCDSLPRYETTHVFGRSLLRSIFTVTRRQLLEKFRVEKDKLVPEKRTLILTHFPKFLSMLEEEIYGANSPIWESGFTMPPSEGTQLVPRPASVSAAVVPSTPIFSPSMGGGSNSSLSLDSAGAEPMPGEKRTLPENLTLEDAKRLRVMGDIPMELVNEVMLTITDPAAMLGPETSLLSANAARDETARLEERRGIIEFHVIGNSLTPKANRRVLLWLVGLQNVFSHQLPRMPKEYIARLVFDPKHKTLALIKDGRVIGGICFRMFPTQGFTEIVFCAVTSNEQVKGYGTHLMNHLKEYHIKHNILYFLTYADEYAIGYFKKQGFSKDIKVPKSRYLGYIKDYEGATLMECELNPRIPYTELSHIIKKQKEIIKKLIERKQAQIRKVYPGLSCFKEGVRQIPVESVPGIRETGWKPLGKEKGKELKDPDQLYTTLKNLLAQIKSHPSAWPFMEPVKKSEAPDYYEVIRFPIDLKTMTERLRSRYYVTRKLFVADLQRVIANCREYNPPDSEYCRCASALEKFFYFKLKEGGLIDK
#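 qHTS, 1536-well. 20nM enzyme, pH 7.5 HEPES/EDTA/Tween-20 buffer; 15 min compound preinc., RT. Start: 75uM H3(1-25), 70uM AcCoA, 50uM ThioGlo1. Read Ex340/Em540 at t=0 (autofluorescence flag) and t=20 min.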
# * hit, by the source's call; ? = inconclusive; . = not tested or not shown; & = joins results of further samples; [ ] = another dose, or the depositor's remark. Calls come from the whole dose curve; as a rule, active = well fitted curve in the direction sought with a large enough effect; inconclusive = small, poorly fitted or top-dose-only effect, or another doubt; inactive = no such curve, though single readings can be large; an effect the other way counts as inactive or inconclusive. Unless noted, % is set by controls: 0 for no effect and ±100 for the full control effect; potency is the fitted concentration of half-maximal effect.
N370S GC	FEN1 inhibitor	GCN5L2 inh	SMILES
-5.5%	2.5%	0.8%	O=C(/C=N/O)Nc1ccc(F)cc1
8.4%	-6.7%	-5.4%	CC(=O)c1ccc(C(C)(C)c2ccc(C(C)=O)s2)s1
-9.0%	-3.3%	-7.1%	COc1ccc(-n2c(=S)[nH]c3cc(C(=O)NCc4ccc(F)cc4)ccc3c2=O)c(OC)c1
5.9%[12.8 µM]	-3.5%	-5.2%	CCNC(=O)C/C(C)=N/NC(=O)C12CC3CC(CC(C3)C1)C2
.	-4.9%	-3.5%	COc1ccc(-c2oc3ncn4nc(COc5c(C)cccc5C)nc4c3c2-c2ccc(OC)cc2)cc1
.	-5.0%	4.2%	Cc1cc(OCC(=O)Nc2c(C(=O)c3ccccc3)oc3ccccc23)cc(C)c1Cl
-4.9%	-17.7%	-16.9%	Cc1ccc(NC(=O)c2cccc(S(=O)(=O)N3CCN(C)CC3)c2)cc1F
-0.4%	-2.6%	-1.1%	CC(CNS(=O)(=O)c1ccc(Br)cc1)CN(C)C (stereo not drawn)
4.5%	-19.3%	3.1%	Cc1cccc(-c2cc3c(nn2)-c2ccccc2C3=O)c1
-16.6%	-16.7%	-5.1%	CC(C(=O)Nc1ccc(F)cc1Cl)N(C)CCOc1ccccc1 (stereo not drawn)
-0.5%	-0.2%	-3.6%	CCc1nccn1CCC(=O)N1CCCC(N2CCN(c3ccccc3F)CC2)C1 (stereo not drawn)
0.6%	-7.0%	-5.9%	NS(=O)(=O)c1cc(C(=O)OCC(=O)Nc2ccccc2[N+](=O)[O-])ccc1Cl
-5.4%	-8.7%&-5.2%	-2.5%&-1.7%	COc1ccc(-c2cc(C(F)(F)F)nc(S(C)(=O)=O)n2)cc1
.	7.1%	3.0%	COc1ccc(Cl)cc1NC(=O)COC(=O)C1CC1
?	-18.8%	3.1%	NC(=O)c1nn2c(C(F)(F)F)cc(-c3ccccc3)nc2c1Br
-6.1%	-0.2%	-0.3%	CN(CC(=O)Nc1ccccc1Cl)C(=O)COC(=O)c1ccc(S(=O)(=O)C(F)F)cc1
-10.8%	3.9%	-2.8%	CC(O)CNCCCOc1ccc(Cl)cc1C(C)(C)C (stereo not drawn)
-1.3%	-2.1%	4.7%	CCC(C(=O)NC1CC1)n1nc(C)c2c(C)n(-c3ccccc3)nc2c1=O (stereo not drawn)
-3.6%	0.9%	?	Cc1cccc(CNC(=O)C2CCC(=O)N(Cc3ccccc3F)C2)n1 (stereo not drawn)
18.1%	-15.1%	-8.9%	COc1ccc(CCNC(=O)CC2Nc3cc(C)c(C)cc3NC2=O)cc1OC (stereo not drawn)
-1.7%	-5.0%	1.8%	Cc1nc(-c2cn[nH]c2-c2ccc(O)cc2O)cs1
18.2%	4.7%	-4.9%	CC1CN(S(=O)(=O)c2cccc(C(=O)OCC(=O)Nc3ccc4c(c3)OCO4)c2)CC(C)O1 (stereo not drawn)
2.0%	-2.4%	-14.9%	COc1ccc(S(=O)(=O)N2N=C(c3cccc(NS(C)(=O)=O)c3)CC2c2ccco2)cc1 (stereo not drawn)
-17.7%	-1.5%	-5.5%	C=CCc1ccc2oc(C(=O)OCC)cc(=O)c2c1O
.	-10.3%	-8.0%	Cc1noc(C)c1CSCC(=O)OCc1nnc(-c2ccc([N+](=O)[O-])cc2)o1
.	16.8%	0.2%	COc1ccc(N2C(=NC(=O)c3ccc(Br)cc3)SC3CS(=O)(=O)CC32)cc1 (stereo not drawn)
12.0%	-10.2%	-2.2%	O=C(Nc1ccc(Cc2ccncc2)cc1)c1cccc([N+](=O)[O-])c1
1.6%	-13.1%	-0.6%	CCN(CC)CCN1C(=O)c2oc3ccc(F)cc3c(=O)c2C1c1ccncc1 (stereo not drawn)
-0.1%	-1.6%	-7.8%	CC1(c2ccccc2)NC(=O)N(CC(=O)Nc2ccc(S(N)(=O)=O)cc2)C1=O (stereo not drawn)
13.2%	-7.1%	-10.0%	Cc1cc(/C=C(\C#N)C(=O)NCc2cccs2)c(C)n1-c1ccccc1F
2.7%	-0.4%	-0.5%	CC(C)N(Cc1ccccc1)C(=O)CC(=O)N(Cc1ccccc1)C(C)C
16.5%	8.1%	3.4%	COc1cccc(C2CC(=O)Nc3cc(OC)c(OC)c(OC)c32)c1OC (stereo not drawn)
-0.4%	-6.4%	-5.6%	Cc1ccc(NC(=O)C2CCCN(S(=O)(=O)c3ccc4[nH]c(=O)ccc4c3)C2)c(C)c1 (stereo not drawn)
2.2%	-9.1%	-6.0%	Cc1ccc(C(=O)CSc2nnc(N)s2)c(C)c1
0.1%	-3.2%	1.2%	COCCCN(C(=O)CSCc1c(C)noc1C)c1c(N)n(Cc2ccccc2)c(=O)[nH]c1=O
0.0%	-5.8%	-1.1%	Cc1ccc(NC(=O)Cc2noc3ccccc23)nc1

# Record cards, from the list above. Order of screens: N370S GC | FEN1 inhibitor | GCN5L2 inh
# Cc1ccc(C(=O)CSc2nnc(N)s2)c(C)c1 across the screens: 2.2% | -9.1% | -6.0%
# COc1cccc(C2CC(=O)Nc3cc(OC)c(OC)c(OC)c32)c1OC (stereo not drawn) across the screens: 16.5% | 8.1% | 3.4%
# O=C(Nc1ccc(Cc2ccncc2)cc1)c1cccc([N+](=O)[O-])c1 across the screens: 12.0% | -10.2% | -2.2%
# CC1(c2ccccc2)NC(=O)N(CC(=O)Nc2ccc(S(N)(=O)=O)cc2)C1=O (stereo not drawn) across the screens: -0.1% | -1.6% | -7.8%
# Cc1ccc(NC(=O)Cc2noc3ccccc23)nc1 across the screens: 0.0% | -5.8% | -1.1%

# Sorted by the number under FEN1 inhibitor (descending): three from the list above
Molecule,FEN1 inhibitor
Cc1ccc(NC(=O)Cc2noc3ccccc23)nc1,-5.8%
Cc1ccc(NC(=O)C2CCCN(S(=O)(=O)c3ccc4[nH]c(=O)ccc4c3)C2)c(C)c1 (stereo not drawn),-6.4%
O=C(Nc1ccc(Cc2ccncc2)cc1)c1cccc([N+](=O)[O-])c1,-10.2%

# Next part
N370S GC	FEN1 inhibitor	GCN5L2 inh	SMILES
.	-1.9%	14.8%	COc1cccc(NC(=O)C2CCC(CNS(=O)(=O)c3csc(C(N)=O)c3)CC2)c1 (stereo not drawn)
3.5%	21.2%	0.8%	COc1ccc(-c2nnc(NC(=O)c3ccc(F)cc3)o2)cc1
.	-12.9%	-1.9%	CCOC(=O)[C@H]1[C@H]2COc3ccc(C)cc3[C@@H]2N2C(=O)CN(Cc3ccc(Cl)cc3)C(=O)[C@@]12C
-2.1%	5.1%	-4.6%	COc1ccc(NC(=O)CC(C)c2ccccc2)c([N+](=O)[O-])c1 (stereo not drawn)
2.0%	0.3%	0.5%	COc1ccc(Oc2c(Cl)cnn(-c3ccc(F)cc3)c2=O)cc1
0.9%	2.5%	-8.7%	COc1ccc(C(=O)Nc2nccs2)cc1
-2.3%	-0.2%	-4.1%	COc1ccc(C(CNC(=O)c2cc(S(=O)(=O)NCc3ccccc3)ccc2C)N2CCOCC2)cc1 (stereo not drawn)
-2.1%	3.8%	-3.9%	Cc1nc2ncnn2c(C)c1CCC(=O)O
-5.3%	1.5%	-12.2%	COC(=O)/C=C1/S/C(=N/NC(=O)c2ccc(OC)cc2)NC1=O
-1.4%	6.8%	-16.5%	Cc1ccc(C(=O)Nc2onc(C)c2C#N)cc1
12.5%	-10.7%	-8.4%	CCC(SC1=NCCS1)C(=O)Nc1nnc(-c2ccccc2OC)s1 (stereo not drawn)
7.7%	-9.7%	-2.2%	Cc1ccc(C(NC(=O)N2CCCC2)C(Cl)Cl)cc1F (stereo not drawn)

# Reformatted with two lines to a compound: part of the list above.
# Second line of a record – N370S GC | FEN1 inhibitor | GCN5L2 inh
COc1cccc(NC(=O)C2CCC(CNS(=O)(=O)c3csc(C(N)=O)c3)CC2)c1 (stereo not drawn)
  . | -1.9% | 14.8%
COc1ccc(Oc2c(Cl)cnn(-c3ccc(F)cc3)c2=O)cc1
  2.0% | 0.3% | 0.5%

# Further results follow.
N370S GC	FEN1 inhibitor	GCN5L2 inh	SMILES
.	-11.5%	-6.6%	CN(C(=O)c1ccc(NC(=O)Cc2ccc(NC(=O)C3CCN(C(=O)c4ccccc4)CC3)cc2)cc1)C1CC1
6.5%	-3.6%	-9.2%	COC(=O)C1CSC(C(=O)OC)N1C(=O)CN1CC(C)OC(C)C1 (stereo not drawn)
-19.0%	7.4%	-1.4%	Cn1c(=O)c2cc3ccc(Cl)cc3nc2n(C)c1=O
19.7%	3.6%	2.4%	COc1cc(C)nc(NS(=O)(=O)c2ccc(C)cc2)n1
3.4%	0.4%	-9.8%	O=C(O)CN1C(=O)CNC1=O
2.2%	1.0%	1.4%	Cc1nc2cc(O)ccc2n1C
-5.8%	0.6%	-14.4%	COc1cccc(COC(=O)CCNC(=O)c2ccc(Cl)cc2)c1OC
10.1%	5.1%	0.1%	CC(C)(C)NC(=O)NC(=O)COC(=O)c1cc(=O)[nH]c2ccccc12
24.1%	12.7%	0.2%	CCn1c(=O)c(CCC(=O)NCC2CCCO2)c(C)c2c(C)nn(-c3ccccc3)c21 (stereo not drawn)
-1.3%	-0.9%	2.0%	CCO[C@@H]1OC(C(N)=O)=C[C@H](c2ccc(C(F)(F)F)cc2)[C@H]1CCCO
-5.8%	0.5%	-7.2%	Cc1ccc(NC(=O)CN2C(=O)S/C(=C\c3ccccn3)C2=O)cc1
-9.8%	.	1.6%	CNc1nc(-c2ccccc2OC)nc2ccccc12
-3.1%	12.3%	-5.7%	Cn1c(=O)[nH]c(=O)c2c1nc(N1CCOCC1)n2CCCSc1ncccn1
-0.7%	4.4%	-2.1%	O=Cc1c(N2CCSCC2)nc2ccccn2c1=O
6.0%	-10.6%	-5.2%	CC(=O)NCc1nc2ccccc2n1Cc1ccccc1F
14.9%	.	-24.3%	O=c1ccn(C2OC(COP(=O)(O)OP(=O)(O)OP(=O)(O)O)C(O)C2O)c(=O)[nH]1 (stereo not drawn)
-18.9%	-5.1%	-2.2%	CC1CCCCC1N=C1NC(C)(C)CS1 (stereo not drawn)
.	8.4%	-0.1%	CC(C)(C)OC(=O)C[C@H]1C/C=C\C[C@@H](CC(=O)N[C@H](CO)Cc2ccccc2)C(=O)NCCOC1=O
-4.6%	.	-5.1%	CN(Cc1ccco1)c1cc(-c2cccc(C#N)c2)ncn1
7.1%	7.9%	-16.7%	O=C(CSc1nc2ccccc2[nH]1)c1ccc2c(c1)OCO2
?	-1.5%	-3.7%	O=C(N/N=C/c1ccc(OCc2ccccc2)cc1)c1cc[n+](Cc2ccccc2)cc1
.	-18.3%	-10.4%	CC(C)OCCCN1C(=O)c2[nH]nc(-c3ccccc3O)c2C1c1cccc(OCc2ccccc2)c1 (stereo not drawn)
.	7.8%	-4.6%	Cc1ccc(OCCSc2nc3ccc(NC(=O)c4ccc(F)cc4)cc3s2)cc1
-25.7%	-3.1%	0.5%	Cc1nnc(NC(=O)CSc2nnc(-c3ccoc3C)n2CC(C)C)s1
6.0%	7.1%	-3.4%	Cc1ccc2nc(-c3ccc(NC(=O)CCS(=O)(=O)c4ccccc4)cc3)sc2c1
0.7%	18.1%	1.4%	Brc1cccc(OCCN2CCOCC2)c1
3.6%	-1.8%	-2.0%	O=S(=O)(c1cccc(-c2n[nH]c(=S)n2C2CCCC2)c1)N1CCOCC1
7.0%	-5.9%	-6.9%	Cc1ccc2cccc(SCC(=O)NCC#N)c2n1
.	19.7%	-6.0%	O=C(O)c1ccc2c(c1)N(Cc1ccc(F)cc1)C(=O)c1ccccc1S2=O (stereo not drawn)
3.1%	4.6%	-1.8%	COc1ccc(-c2c3c(nc4sc5c(Cl)nc(C)nc5c24)CCC3)cc1
.	-4.0%	-7.3%	CC1CCc2nc3ncn(CC(=O)Nc4cccc(C#N)c4)c(=O)c3cc2C1 (stereo not drawn)
-5.6%	4.2%	-1.9%	CCN(CC)S(=O)(=O)c1cc(NC(=O)COC(=O)Cn2cnc3ccccc32)ccc1C
-2.8%	-9.4%	21.3%	C=CCN1C(=O)C(O)(CC(=O)c2ccccn2)c2ccccc21 (stereo not drawn)
-19.2%	3.1%	-5.9%	CC1CCC(NC(=O)C2c3ccccc3C(=O)N2CCCN2CCOCC2)CC1 (stereo not drawn)
8.5%	-3.3%	0.8%	Cc1cccc2c(CC(=O)Nc3ccccc3)noc12
0.7%	-3.6%	0.9%	O=C(COC(=O)CCCSc1nc2ccccc2[nH]1)NC(=O)NC1CCCC1

# A portion from the list above:
N370S GC	FEN1 inhibitor	GCN5L2 inh	SMILES
-5.5%	2.5%	0.8%	O=C(/C=N/O)Nc1ccc(F)cc1
8.4%	-6.7%	-5.4%	CC(=O)c1ccc(C(C)(C)c2ccc(C(C)=O)s2)s1

# Following part.
N370S GC	FEN1 inhibitor	GCN5L2 inh	SMILES
5.5%[2.35 µM]	4.2%	-2.6%	COc1ccc(CC(=O)OCC(=O)Nc2ncc(Cl)cc2Cl)cc1
.	0.4%	-0.7%	C=CCn1c(SCC(=O)Nc2cc(C)on2)nnc1-c1ccccc1F
10.9%	15.1%	2.0%	CCN(CC)S(=O)(=O)c1ccc(N/N=C/c2cccnc2)nc1
.	15.5%	0.0%	COc1ccc(NC(=O)C2Cc3ccccc3N2C(=O)c2ccccc2)cc1OC (stereo not drawn)
